High-throughput results: PubChem BioAssay, several laboratories
Fh CTSL1 inh – cathepsin L1 inhibition, PFM18AAP counter-screen. inhibition, % at 5.96 µM. recombinant F. hepatica cathepsin L1, Z-Leu-Arg-MCA fluorescence. AID 1906. 300,000 tested, 0.49% active;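 active = inhibition above the mean of all tested compounds plus 3 SD, set per screening campaign, cut at about 17% in these data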;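 also: 0% = plate median of test compound wells and 100% = 1 µM Z-Phe-Ala-diazomethylketone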
PP1 inh – counter-screen for PP5 inhibitors: inhibitors of human PP1-alpha. P62136. purified PP1alpha, OMFP fluorescence. inhibition, % at 6.7 µM. 320,000 tested, 0.9% active. AID 2235;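 active = inhibition above the mean inhibition of all tested compounds plus 3 SD, computed separately for each screening campaign, cut at about 15% in these data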
Target sequence (P62136 whole entry, looked up): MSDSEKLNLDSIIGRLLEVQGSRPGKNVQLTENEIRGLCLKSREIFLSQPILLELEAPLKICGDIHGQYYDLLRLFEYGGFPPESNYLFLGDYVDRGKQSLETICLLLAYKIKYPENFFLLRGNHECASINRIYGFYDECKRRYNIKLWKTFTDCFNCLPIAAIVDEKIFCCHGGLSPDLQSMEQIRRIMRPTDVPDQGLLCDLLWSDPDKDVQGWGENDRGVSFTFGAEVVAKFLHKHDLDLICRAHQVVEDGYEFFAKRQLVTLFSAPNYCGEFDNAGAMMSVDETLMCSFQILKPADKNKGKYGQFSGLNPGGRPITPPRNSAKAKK
PP5 inh – PP5 (human) phosphatase inhibition; purified PP5c, OMFP substrate fluorescence; inhibition, % at 6.7 µM; P53041; 320,000 tested, 0.18% active;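 active = inhibition above the campaign's mean inhibition across all tested compounds plus 3 SD, cut at about 9.5% in these data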;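 also: 0% = DMSO only and 100% = 100 µM cantharidin control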
Target sequence (P53041 whole entry, looked up): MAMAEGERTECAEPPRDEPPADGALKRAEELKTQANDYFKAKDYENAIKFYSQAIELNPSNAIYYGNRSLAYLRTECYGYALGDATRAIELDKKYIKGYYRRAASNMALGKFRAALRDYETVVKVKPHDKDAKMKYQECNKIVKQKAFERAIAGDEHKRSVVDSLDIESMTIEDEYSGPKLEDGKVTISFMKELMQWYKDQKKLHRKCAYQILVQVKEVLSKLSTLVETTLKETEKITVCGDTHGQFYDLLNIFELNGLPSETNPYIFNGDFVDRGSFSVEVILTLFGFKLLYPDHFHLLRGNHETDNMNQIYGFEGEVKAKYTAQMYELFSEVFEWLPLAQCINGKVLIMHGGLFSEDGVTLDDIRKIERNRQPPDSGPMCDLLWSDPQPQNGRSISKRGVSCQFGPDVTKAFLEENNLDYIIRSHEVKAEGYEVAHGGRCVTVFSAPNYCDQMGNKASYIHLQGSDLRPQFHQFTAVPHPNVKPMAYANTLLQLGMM
EBNA-1 inh – blocks EBNA-1 binding to DNA. EBNA-1 DNA binding, fluorescence polarization. inhibition, % at 14.8 µM. 300,000 tested, 0.34% active. AID 1950; in the data active = inhibition above about 28%
Efflux pump inh – antifungal efflux pump inhibition, Nile Red retention | S. cerevisiae Candida pump triplex | inhibition, % at 10 µM | 330,000 tested, 0.44% active | AID 485275;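 active = plate passing quality check with inhibition over a set limit, or well fluorescence over plate mean plus 4 SD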;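 also: Nile Red retained in pooled yeast measured as flow cytometry median fluorescence; 0% = buffer negative control and 100% = Enniatin B positive control; higher means more Nile Red kept so more efflux inhibition; some compounds called inactive have numbers as strong as hits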
core dimer inh – HCV core protein dimerization inhibition; 300,000 tested, 0.33% active; TR-FRET GST/Flag-core106 dimerization, 1536-well; inhibition, % at 5 µM;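 active = inhibition above the mean of all tested compounds plus 3 SD, set per screening campaign, cut at about 45% in these data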
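Material: GST/Flag-tagged HCV core106 proteins. Incubation: 4 h, 22.5 °C incubation. Read-out basis: inhibition (%) from 671 over 617 nm ratio. Measured by: TR-FRET, excitation 340 nm, emission 617 and 671 nm.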
PREPL inh – inhibitors of human prolyl oligopeptidase-like enzyme PREPL; Q4J6C6; recombinant PREPL, fluorescence polarization activity-based probe; inhibition, % at 5.96 µM; 320,000 tested, 0.68% active; AID 2751; in the data active = inhibition above about 43%;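 also: 0% = enzyme with DMSO and 100% = wells lacking enzyme; many of its hits are not listed in these tables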
TPT1 inh – blocks Candida albicans tRNA 2'-phosphotransferase. recombinant caTPT1, FP RNA substrate dephosphorylation. inhibition, % at 5 µM. 300,000 tested, 0.81% active;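 active = inhibition above the mean of all tested compounds plus 3 SD, set per screening campaign, cut at about 24% in these data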;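 also: plate controls were DMSO alone for no effect and ferristatin control at 100 nM for full effect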
ZTA counter – blocks Epstein-Barr virus ZTA, an EBNA-1 counter-screen; P03206; ZTA-DNA binding, fluorescence polarization; inhibition, % at 11 µM; 320,000 tested, 0.15% active; AID 2234; in the data active = inhibition above about 33%
Target sequence (P03206 whole entry, looked up): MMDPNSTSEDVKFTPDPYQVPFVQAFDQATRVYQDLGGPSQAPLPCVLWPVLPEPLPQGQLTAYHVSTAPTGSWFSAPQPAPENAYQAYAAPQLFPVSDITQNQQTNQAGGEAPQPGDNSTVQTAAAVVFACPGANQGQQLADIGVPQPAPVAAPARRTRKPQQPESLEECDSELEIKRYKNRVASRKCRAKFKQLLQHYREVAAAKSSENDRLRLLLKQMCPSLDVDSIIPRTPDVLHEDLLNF
* = called active by the depositor; . = no result given. Only part of the results is shown (hit frequency here may not be typical).

molecule,Fh CTSL1 inh,PP1 inh,PP5 inh,EBNA-1 inh,Efflux pump inh,core dimer inh,PREPL inh,TPT1 inh,ZTA counter
CC(O)CCc1ccc(O)cc1 (stereo not given),2,0,-2.3,-3,-0.4,4,-4,0,13
FC(F)(F)c1cccc(N/N=C/c2ccccc2)c1,-2,-1,2.3,-3,0.1,-7,3,-1,-4
CNc1cnn(-c2ccccc2)c(=O)c1Cl,4,-2,-2.5,5,0.0,-3,-5,-1,4
O=C(O)C[C@H]1c2ccccc2S(=O)(=O)N1C1CCCC1,0,3,3.3,-6,-0.1,-7,-11,-1,3
Cc1ccc(N2CCN(/N=C/c3c(C)nn(-c4ccccc4)c3Cl)CC2)cc1,0,-3,1.1,5,0.0,4,4,-1,12
COc1ccc(Cc2nc3ccc(C(=O)N4CCC[C@H]4CO)cc3o2)cc1,-1,-1,3.5,-6,-0.1,-2,10,1,-13
NC(=O)CN(N=Nc1cccc([N+](=O)[O-])c1)c1cccc([N+](=O)[O-])c1,2,-3,1.6,-8,0.0,3,35,0,8
COc1ccc(Cn2nnnc2C(c2cc3ccc(OC)cc3[nH]c2=O)N2CCCCCC2)cc1 (stereo not given),3,6,2.1,-1,0.3,7,6,-2,2
Cc1cccn2cc(-c3ccc(NC(=O)Cc4ccccc4)cc3)nc12,4,0,-1.3,13,-0.1,10,-3,4,5
COC(=O)c1cc(C#N)c(OC)nc1C,2,-3,-0.6,0,0.0,0,3,-3,-4

Additional compounds
molecule,Fh CTSL1 inh,PP1 inh,PP5 inh,EBNA-1 inh,Efflux pump inh,core dimer inh,PREPL inh,TPT1 inh,ZTA counter
Cc1ccc(-n2nc3c(=S)[nH]nc(C)c3c2C)cc1,11,-4,1.2,6,0.0,27,4,7,0
O=C(Nc1cccc(O)c1)c1ccc(NC(=O)c2cccs2)cc1,-1,-6,3.5,3,-0.1,9,-3,-5,10
COC(=O)C1=C(N)Oc2cc(C)[nH]c(=O)c2C1c1cc(OC)c(OC)c(OC)c1 (stereo not given),-1,-1,0.6,13,-0.1,-7,-3,-5,9
OC(CN1CCN(c2ccccn2)CC1)Cn1c2ccc(Cl)cc2c2cc(Cl)ccc21 (stereo not given),0,-6,5.3,0,-0.1,4,3,1,1
CCN(CC)S(=O)(=O)c1cccc(NC(=O)CCNC(=O)NC23CC4CC(CC(C4)C2)C3)c1,0,1,1.2,-8,-0.1,1,-3,-2,2
Cc1c(Br)cc(-c2nnco2)cc1Br,2,-1,1.0,-1,-0.1,0,9,0,-7
C/C(CC1(O)C(=O)N(Cc2ccccc2)c2ccccc21)=N\O (stereo not given),5,-2,-3.8,-5,0.1,1,-1,0,-1
O=C(O)c1cc2nc(-c3ccc(F)cc3)cc(C(F)(F)F)n2n1,4,1,-0.5,7,-0.1,0,2,-5,5
COc1ccc(CNC(=O)CCC(=O)Nc2nnc(C(F)(F)F)s2)cc1,-1,-5,0.3,-5,0.0,0,3,-4,4
CCCN1CCN(CCCNC(=O)C2CCN(c3nnc(-n4cccc4)s3)CC2)CC1,2,0,0.6,-8,-0.1,0,13,-1,-12

The final 3 entries of the part above come first, to join the parts:
molecule,Fh CTSL1 inh,PP1 inh,PP5 inh,EBNA-1 inh,Efflux pump inh,core dimer inh,PREPL inh,TPT1 inh,ZTA counter
O=C(O)c1cc2nc(-c3ccc(F)cc3)cc(C(F)(F)F)n2n1,4,1,-0.5,7,-0.1,0,2,-5,5
COc1ccc(CNC(=O)CCC(=O)Nc2nnc(C(F)(F)F)s2)cc1,-1,-5,0.3,-5,0.0,0,3,-4,4
CCCN1CCN(CCCNC(=O)C2CCN(c3nnc(-n4cccc4)s3)CC2)CC1,2,0,0.6,-8,-0.1,0,13,-1,-12
CC(Sc1nc2ccccc2s1)C(=O)N1CCOCC1 (stereo not given),0,-1,0.0,8,0.0,-3,8,-4,8
COc1ccccc1Nc1c([N+](=O)[O-])cc(C)cc1[N+](=O)[O-],3,-1,4.5,4,0.1,-5,12,-1,-5
Cc1ccc(S(=O)(=O)N2CCC(C(=O)N3CCC(C(=O)NCc4cccnc4)CC3)CC2)cc1,-1,0,0.3,-2,-0.1,1,12,-1,1
O=C(NCCCN1CCOCC1)C1CC(=O)N(CCc2ccccc2)C1 (stereo not given),2,-1,-2.5,12,-0.1,0,-5,1,1
Cc1cnc(NC(=O)c2cccc(S(=O)(=O)N3CC(C)OC(C)C3)c2)s1 (stereo not given),1,5,-1.9,9,-0.1,0,-3,-2,8
COc1ccc(-c2nc3nc(C)cc(=O)n3[nH]2)cc1,2,-2,-0.6,-2,0.0,-2,7,-2,-9
CCOc1ccc(-c2nc(N)ncc2-c2ccccc2OC)c(O)c1,-1,0,1.5,4,0.0,4,4,-3,-15
CCOC(=O)c1c(NC(=O)C2CCCCC2)sc2c1CCN(C(C)C)C2,0,5,1.8,-2,0.0,-2,-8,-2,-5
CCCN(CC(=O)Nc1ccccc1C)C(=O)C1CCN(C(=O)Nc2ccccc2)CC1,2,-6,-1.3,9,0.1,-2,-2,-1,3
Cc1cc2nc(N3C(=O)CNC3=S)sc2cc1C,-1,3,-0.8,11,0.0,2,2,-3,18

(list continues)
molecule,Fh CTSL1 inh,PP1 inh,PP5 inh,EBNA-1 inh,Efflux pump inh,core dimer inh,PREPL inh,TPT1 inh,ZTA counter
COc1ccc(C(=O)N/C(=C\c2cn(C)c3ccccc23)C(=O)N2CCN(C)CC2)cc1,4,-4,4.7,-13,0.0,-22,17,1,-13
COc1ccc(NC(=O)N2CCC(O)(c3cccnc3)CC2)c(OC)c1,-2,0,0.1,1,-0.1,-10,-2,2,-13
CS(=O)(=O)N1CCN(c2ccc(NC(=O)c3ccc(Br)o3)cc2)CC1,4,-3,1.1,0,0.0,-6,-4,-2,-11
CCN(CC)CCNC(=O)c1ccc(NC(=O)CC(NC(=O)c2ccccc2Cl)c2ccccc2)cc1 (stereo not given),-1,-5,0.0,1,0.0,5,-6,0,14
COCCN(C(=O)CCC(=O)Nc1cccnc1)C(C(=O)NC1CCCCC1)c1ccccc1 (stereo not given),-3,-1,-0.3,8,-0.1,1,-7,-2,-1
O=C(Cc1ccc(Cl)c(Cl)c1)Nc1cccc2ncccc12,4,2,0.3,9,-0.1,7,28,0,11
O=C(CCCCCN1C(=O)c2cccc3cccc(c23)C1=O)NCc1ccco1,2,-3,-0.9,19,0.1,2,6,3,0
O=C(CS(=O)(=O)c1c[nH]c2ccccc12)N1CCc2ccccc21,-6,1,3.0,-3,-0.1,-11,-4,2,-9
CCn1cc(S(=O)(=O)CC(=O)Nc2cc(C)on2)c2ccccc21,1,-4,-0.1,1,0.4,1,13,0,-8
O=C(Nc1nccs1)c1ccc(N2C(=O)[C@@H]3[C@H](C2=O)[C@H]2C=C[C@@H]3C2)cc1,-1,-3,-0.1,6,0.0,2,-3,0,5

Going on with the list:
molecule,Fh CTSL1 inh,PP1 inh,PP5 inh,EBNA-1 inh,Efflux pump inh,core dimer inh,PREPL inh,TPT1 inh,ZTA counter
CCCCc1ccc(NC(=O)COc2ccc(C(=O)Nc3ccccc3C)cc2)cc1,1,2,1.0,19,-0.1,19,-1,1,9
CC(=O)Nc1cccc(/C(C)=N/NC(=O)c2cc(-c3ccncc3)nc3ccccc23)c1,3,-4,0.2,2,-0.1,-2,-9,-6,7
CCN(CC)C(=O)CSc1nnc(-c2ccccc2)n1N,-1,-5,-1.4,3,0.0,1,0,-2,-1
OCC1(CCOc2ccccc2)CCN(Cc2cccn2-c2ncccn2)CC1,-3,-1,1.1,-16,0.2,-5,7,-4,-4
CC(=O)Oc1ccccc1N(C(C)=O)S(=O)(=O)c1cccc([N+](=O)[O-])c1,-13,-1,1.3,-7,-0.1,11,7,6,-2
Cc1cccc(CCNC(=O)C2CCN(S(=O)(=O)c3cccc4nsnc34)CC2)c1,4,-2,-1.4,2,0.0,4,18,-3,-6
COC(=O)c1cc(-c2c(C)nn(-c3ccccc3)c2C)n[nH]1,0,-1,2.0,7,0.0,-6,6,-3,-22
COc1ccc(C2=NOC(Cn3nc(C(=O)O)cc3-c3ccccc3)C2)cc1 (stereo not given),0,11,1.1,20,-0.2,2,-2,1,7
S=c1[nH]nc(-c2cc(-c3ccccc3)n[nH]2)n1/N=C/c1ccc(Br)s1,7,28*,-1.8,3,0.1,12,3,1,-1
O=C(NCC1CCCO1)c1ccccc1S(=O)(=O)c1ccc([N+](=O)[O-])cc1 (stereo not given),7,-1,2.5,-1,0.2,-2,-3,0,-5

Next part, overlapping the part above by three compounds.
molecule,Fh CTSL1 inh,PP1 inh,PP5 inh,EBNA-1 inh,Efflux pump inh,core dimer inh,PREPL inh,TPT1 inh,ZTA counter
COc1ccc(C2=NOC(Cn3nc(C(=O)O)cc3-c3ccccc3)C2)cc1 (stereo not given),0,11,1.1,20,-0.2,2,-2,1,7
S=c1[nH]nc(-c2cc(-c3ccccc3)n[nH]2)n1/N=C/c1ccc(Br)s1,7,28*,-1.8,3,0.1,12,3,1,-1
O=C(NCC1CCCO1)c1ccccc1S(=O)(=O)c1ccc([N+](=O)[O-])cc1 (stereo not given),7,-1,2.5,-1,0.2,-2,-3,0,-5
COc1ccc(C(=O)NNC(=O)c2cc3cccc(OC)c3oc2=O)cc1,3,-3,2.5,4,0.1,-4,-1,-5,6
O=c1c2ccccc2nc2c3ccccc3c(NCCN3CCOCC3)nn12,5,-2,0.3,-14,-0.1,0,-5,0,-2
Cc1onc(-c2c(Cl)cccc2Cl)c1C(=O)N=C(N)N1CCCC1,0,-2,-0.3,-2,-0.1,-4,22,-6,2
O=C(Nc1nnc(-c2ccc(Cl)cc2)o1)Nc1ccccc1Cl,11,-6,1.7,-7,0.1,-4,-7,2,-24
O=C(NC1CCCCC1)c1cc(-c2ccccn2)nc2ccccc12,1,-1,0.7,0,0.1,-2,1,-12,-6
O=C(C1=C[C@H](c2csc3ccccc23)C[C@H](OCCCCO)O1)N1CCOCC1,-1,0,-0.6,1,0.1,-2,23,3,-1
CCCCn1c(N)c(N(CC)C(=O)c2cccc(OC)c2)c(=O)[nH]c1=O,0,1,-0.3,3,-0.2,1,-8,1,14
Cc1nc2c(F)c(F)c(C(F)(F)F)c(F)c2[nH]1,0,-1,3.0,-12,0.2,-1,5,0,1
C=CCOc1ccc(C2CC(C)=NN2c2ccccc2)cc1 (stereo not given),-1,-6,0.8,-3,0.2,7,2,1,-6
COc1cccc(NC(=O)c2ccccc2-c2nc(-c3ccc(F)cc3)no2)c1,-1,2,7.7,-4,-0.1,2,5,0,4

Remaining list, next part:
molecule,Fh CTSL1 inh,PP1 inh,PP5 inh,EBNA-1 inh,Efflux pump inh,core dimer inh,PREPL inh,TPT1 inh,ZTA counter
COc1ccccc1-c1noc(-c2ccccc2C(=O)NCC2CCCO2)n1 (stereo not given),-2,-3,-1.0,3,0.0,-5,-3,0,-2
NS(=O)(=O)c1ccc(Nc2nc(-c3ccc(O)cc3)cs2)cc1,3,0,1.4,9,-0.3,-5,11,-5,5
CC(=O)c1ccccc1NC(=O)C1CCCN(C(=O)c2ccc(Cl)cc2)C1 (stereo not given),.,0,1.3,.,-0.1,.,3,.,-7
CN(C)CCCN(C(=O)c1ccc(S(=O)(=O)N2CCCCC2)cc1)c1nc2cc3c(cc2s1)OCO3,5,3,3.1,13,0.1,-20,25,0,-7
Cc1ccc(C(=O)NCCC(=O)N2CCCC2)cc1,4,-5,-1.1,2,-0.1,1,10,3,6
Cc1ccc(-c2csc3ncnc(OCC(=O)NC(=O)NCc4ccco4)c23)cc1,-1,6,3.0,3,-0.1,49*,15,1,-14
O=C(c1ccc(COc2ccc(F)cc2)o1)n1cccn1,-1,-4,4.3,-6,0.0,-2,14,4,12
CCCCNc1nc(=S)[nH]c2cc(OC)c(OC)cc12,5,1,2.5,-5,0.1,11,7,3,1
O=[N+]([O-])c1ccc(NCCCN2CCOCC2)c(Cl)c1,3,13,0.2,-3,0.1,-2,14,2,3
O=C(O)c1ccccc1O,-4,1,2.7,-1,0.2,-4,2,-4,11
CCOC(=O)c1cn2nc(Oc3ccc(C#N)cc3)ccc2n1,10,-4,-0.1,5,0.6,-3,23,-1,-6
